Polio RdRp inh – inhibitors of poliovirus RNA polymerase binding and polymerization; poliovirus polymerase elongation, fluorescence polarization; active compounds read low; 150,000 tested, 0.66% active; % elongation, % (compound at 16.7 µg/mL); in the data active means % elongation below about 90%; further: some results filed as inactive read as strong as hits
Target sequence (P03300 1749-2209 limits assumed): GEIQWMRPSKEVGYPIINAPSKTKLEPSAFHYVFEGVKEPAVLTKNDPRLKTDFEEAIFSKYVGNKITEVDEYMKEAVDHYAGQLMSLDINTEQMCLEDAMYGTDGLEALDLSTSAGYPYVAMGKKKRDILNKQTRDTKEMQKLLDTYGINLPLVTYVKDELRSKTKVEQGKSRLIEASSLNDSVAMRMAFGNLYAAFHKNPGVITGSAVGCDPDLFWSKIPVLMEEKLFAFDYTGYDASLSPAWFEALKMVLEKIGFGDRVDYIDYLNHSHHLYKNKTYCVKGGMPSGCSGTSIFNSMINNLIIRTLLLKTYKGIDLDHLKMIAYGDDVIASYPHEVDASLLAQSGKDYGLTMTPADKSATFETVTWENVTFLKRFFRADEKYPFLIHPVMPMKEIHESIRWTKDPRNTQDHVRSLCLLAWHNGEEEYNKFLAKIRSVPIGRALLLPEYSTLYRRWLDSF
Polio RdRp inh FP z-score – further read-out of Polio RdRp inh, marked with its call; z-score; measured here: FP z-score; hits read low
Active calls of the source: *. This is a subset; rates above refer to the full screens.

cpd	SMILES	Polio RdRp inh	Polio RdRp inh FP z-score
1	Brc1cccc2c3c4n(c12)CC1COC4(CCC3)O1 (stereo not given)	102.0	0.2
2	CC(C)C(=O)Nc1ccccc1C(=O)OCC(=O)c1ccc2c(c1)OCCO2	104.0	0.3
3	O=C(NCC(=O)N1CCc2ccccc2C1)c1cccs1	106.0	0.5
4	CCc1oc2ccccc2c1/C=N/O	107.0	0.7
5	COc1ccc(NC(=O)c2cnc3sc(N4CCOCC4)nn3c2=O)c(OC)c1	104.0	-0.5
6	c1ccc(OCCSc2nnc3sc4ccccc4n23)cc1	102.0	0.3
7	CCOC(=O)[C@H](CCc1ccccc1)N[C@H](C)C(=O)N1C2CCCCC2C[C@H]1C(=O)O (stereo not given in full)	101.0	0.2
8	Cc1ccc(Cl)cc1N(C)C(=O)C1CCCN(c2ncnc3onc(-c4ccc(F)cc4)c23)C1 (stereo not given)	113.0	0.8
9	CNc1ccc2c(cc1=O)[C@@H](NC(C)=O)CCc1cc(OC)c(OC)c(OC)c1-2	100.0	0.1
10	COc1ccccc1-n1c(Cc2ccc(Cl)cc2)n[nH]c1=S	101.0	-0.2
11	COC(Cn1c(SCC(=O)c2ccccc2)nnc1-c1ccccc1)OC	102.0	0
12	O=C(NCCc1ccccc1)C1CCN(c2ncnc3c2nc2n3CCCCC2)CC1	113.0	1.5
13	CC(=O)c1ccc(NC(=O)CSc2nc(-c3ccccc3F)nc3c2c(=O)n(C)c(=O)n3C)cc1	105.0	-0.6
14	CCOC(=O)c1cc(-c2ccccc2)n(-c2cccc(C(=O)Nc3ccc(OC)cc3)c2)c1C	99.0	-0.8
15	Cc1nc(C)c(-c2nnco2)cc1C(=O)NN	105.0	0.2

Compound profiles (already shown):
`O=C(NCCc1ccccc1)C1CCN(c2ncnc3c2nc2n3CCCCC2)CC1` is entered as Polio RdRp inh = 113.0; Polio RdRp inh FP z-score = 1.5
`COc1ccc(NC(=O)c2cnc3sc(N4CCOCC4)nn3c2=O)c(OC)c1` is entered as Polio RdRp inh = 104.0; Polio RdRp inh FP z-score = -0.5

The listing picks up with the 2 entries that preceded the break.
cpd	SMILES	Polio RdRp inh	Polio RdRp inh FP z-score
14	CCOC(=O)c1cc(-c2ccccc2)n(-c2cccc(C(=O)Nc3ccc(OC)cc3)c2)c1C	99.0	-0.8
15	Cc1nc(C)c(-c2nnco2)cc1C(=O)NN	105.0	0.2
16	CCOC(=O)N1CCc2c(sc3c2c(=O)n(-c2ccc(Cl)cc2)c(=O)n3CC(=O)Nc2ccccc2)C1	107.0	0.2
17	Oc1ccc2cc(Br)ccc2c1/C=N/n1cnnc1	97.0	-2.6
18	Cc1nc2ccn(Cc3cccs3)c(=O)c2cc1C(=O)N1CCN(c2ccccc2)CC1	106.0	0
19	COc1ccc(Cn2c(=O)c3cccnc3n(CC(=O)Nc3c(C)cc(C)cc3C)c2=O)cc1	109.0	1.4
20	CCn1cnc2scc(-c3ccccc3)c2c1=O	104.0	0.1
21	Cc1nn2c(=O)cc(COC(=O)COc3ccccc3C)nc2s1	106.0	0.1
22	CCOC(=O)C1=NNC2C(=O)N(c3cccc(Cl)c3C)C(=O)C12 (stereo not given)	100.0	-0.3
23	CS(=O)(=O)c1sc(C(=O)Nc2ccccc2Cl)c2c1C=CCC2	107.0	0.6
24	COc1ccc(-n2nc(C(=O)Nc3cc(C)ccn3)c3c4ccccc4n(C)c3c2=O)cc1	108.0	0.2
25	O=C(O)CSC(O)C(=O)c1ccccc1 (stereo not given)	99.0	-0.2
26	Cc1ccc(C(=O)COC(=O)c2cc(-c3ccc(Cl)cc3)nc3ccccc23)cc1	102.0	-0.1
27	CN(C)c1cccc(N2Cc3ccccc3C2=N)c1	101.0	-0.6
28	CCOC(=O)N1CCC(NC(=O)c2ccc(CNS(=O)(=O)c3ccc(F)cc3)cc2)CC1	100.0	-0.1
29	COc1cc(NC(=O)CN2C(=O)COc3ccc(S(=O)(=O)NC4CCCC4)cc32)cc(OC)c1	108.0	0.3
30	Cc1ccc(CSc2ncc(Cl)c(C(=O)Nc3nnc(C)s3)n2)cc1	108.0	0.1

Continued.
cpd	SMILES	Polio RdRp inh	Polio RdRp inh FP z-score
31	Cn1c(C(=O)N2CCCC2)cc2sccc21	103.0	1.5
32	O=C(CCC1CCCC1)N1CCCC(c2nc(-c3ccc(F)cc3)no2)C1 (stereo not given)	105.0	1.3
33	COCCN1C(=O)c2ccccc2C(C(=O)Nc2ccc(C(=O)OC)cc2)C1c1cccs1 (stereo not given)	102.0	0
34	C=CCN(CC=C)Cn1nc(Nc2ccccc2F)sc1=S	107.0	0.6
35	CCc1cnc2c(c1SCC(=O)NCc1ccccc1Cl)c(=O)n(C)c(=O)n2C	103.0	-0.5
36	Cc1nc2cc(-c3ccccc3)nn2c(C)c1CCC(=O)N1CCc2ccccc21	103.0	0.2
37	Oc1c(C=NCc2ccccc2)[nH]c2ccc(Br)c(Cl)c12	69.0	-7.1
38	Cc1ccc(NC(=O)CNC(=O)Cn2c(C)cc3ccccc3c2=O)cc1F	110.0	1.5
39	CC(NC(=O)CN1CCCc2ccccc21)c1ccccc1 (stereo not given)	104.0	0.3
40	CCc1nc(SCC(=O)O)c(C#N)cc1C	102.0	0.2
41	Cc1oc2c(c1C(=O)Nc1ccc(F)c(F)c1)C1=NCCN1C=N2	109.0	0.7
42	NS(=O)(=O)c1ccc(NNC(=O)/C=C/c2cccs2)cc1	100.0	-0.5
43	COC(=O)C(C)Sc1nnc2c3ccccc3n(Cc3ccccc3)c2n1 (stereo not given)	103.0	0.5
44	CSc1ccccc1C(=O)OC(C)C(=O)NC1CCCCC1 (stereo not given)	95.0	-0.7
45	COc1ccc(N2CCN(S(=O)(=O)c3ccc4[nH]c(=O)oc4c3)CC2)cc1	101.0	0.2

Reformatted: entries from further up.
Second line of a record – Polio RdRp inh | Polio RdRp inh FP z-score
11: COC(Cn1c(SCC(=O)c2ccccc2)nnc1-c1ccccc1)OC
  102.0 | 0
17: Oc1ccc2cc(Br)ccc2c1/C=N/n1cnnc1
  97.0 | -2.6

Continued.
cpd	SMILES	Polio RdRp inh	Polio RdRp inh FP z-score
46	Cc1cc(C)c(NC(=O)Cc2csc(C)n2)c(Cl)c1	106.0	0.1
47	COc1cccc2sc(=NC(=O)c3ccc(S(=O)(=O)N4CCCCC4)cc3)n(C)c12	103.0	-0.6
48	Cc1nn(Cc2noc(C(=O)NCc3ccc(F)cc3)n2)c(C)c1Br	102.0	0
49	Cc1nn(-c2ccccc2)c2nc(-c3ccco3)cc(C(=O)O)c12	105.0	0.3
50	CCCCN1C(=O)C(O)(CC(=O)c2c(C)coc2C)c2cc(Br)ccc21 (stereo not given)	101.0	0
51	CCOc1ccc(CNC(=O)Cn2nc(C)c3c(C)n(-c4ccc(C)cc4)nc3c2=O)cc1	104.0	-1
52	COC(=O)c1cnn(C(=O)c2ccccc2)c1NC(=S)Nc1ccc(C)cc1C	100.0	-0.5
53	Oc1ccccc1Oc1c(F)c(F)nc(N2CCCC2)c1F	104.0	0.5
54	O=C(Nc1ccc(S(=O)(=O)N2CCCCC2c2cccnc2)cc1)c1ccc(Br)cc1 (stereo not given)	106.0	-0.3
55	COc1ccc(C(=O)NCCc2sc(-c3cccc(F)c3)nc2C)cc1	104.0	-0.7
56	CCN(CC)c1cc(C)c2cc(NC(=O)c3ccc(F)cc3Cl)ccc2n1	102.0	-1
57	COC(=O)c1ccc(NC(=O)COC(=O)CSc2nc(C)cc(C)n2)cc1	92.0	-2.9
58	CCOc1ccc(NC(=O)N2CC=C(c3c[nH]c4ccccc34)CC2)cc1	132.0	4.4
59	CCCCSc1nnc(Cn2c(=O)sc3ccccc32)n1C	103.0	1.2
60	COc1ccc(NC(=O)c2oc3ccccc3c2NC(=O)C2CCCCC2)cc1OC	101.0	-0.2

Next part:
cpd	SMILES	Polio RdRp inh	Polio RdRp inh FP z-score
61	Cc1cc(OCn2ccc(C(=O)O)n2)ccc1Cl	64.0	-11.5
62	O=c1cc(-c2ccccc2)nc2nc(C(F)(F)F)[nH]n12	103.0	0.4
63	Cc1ccccc1-c1nc2scc(CCNC(=O)C(=O)Nc3ccc(F)cc3F)n2n1	113.0	1.6
64	CCS(=O)(=O)N1CC=C(c2c(C)n(CC(=O)N3CCCC3)c3ccccc23)CC1	101.0	-0.9
65	Cn1c2ccccc2c2nnc(SCCC(=O)O)nc21	103.0	0.6
66	CCc1ccc(NS(=O)(=O)c2ccc3c(c2)OCCN3C)cc1	100.0	-2.1
67	COc1ccc(CNc2nc3c(-c4cccc(C)c4)nnn3c3ccccc23)cc1	105.0	0.2
68	Cc1nnc(N2CCC(C(=O)N3CCCCC3)CC2)c2nn(-c3ccc(Cl)cc3)c(C)c12	109.0	0.6
69	CCN(CC)S(=O)(=O)c1ccc(C(=O)NCCc2c[nH]c3ccccc23)cc1	101.0	-0.1
70	O=C(COc1ccc2c(c1)OCO2)c1ccc(F)cc1	102.0	0
71	O=C(Cc1coc2cc3c(cc12)CCC3)N1CCc2ccccc21	109.0	1.2
72	CCOC(=O)c1cn(CC)c2cc(N3CCCC3)c(F)cc2c1=O	104.0	0.4
73	COc1ccc(-n2nc(C(=O)N3CCN(c4cccc(C)c4)C(C)C3)c3c4ccccc4n(C)c3c2=O)cc1 (stereo not given)	112.0	1.3
74	CC1(c2ccc(OC(F)F)cc2)NC(=O)N(/N=C/c2ccncc2)C1=O (stereo not given)	100.0	-0.2
75	Cc1ccc(NC(=O)c2cnn3c(C(F)F)cc(-c4ccccc4)nc23)cc1F	106.0	0.5

The results go on:
cpd	SMILES	Polio RdRp inh	Polio RdRp inh FP z-score
76	CCN(CC)C(=O)c1sc2c(c1C)c(=O)n(-c1ccc(C)c(C)c1)c(=O)n2Cc1cc(=O)n2c(C)cccc2n1	106.0	-0.1
77	Cc1ccc2[nH]c(=O)c(CN(C(=O)c3cccs3)C3CCCCC3)cc2c1	100.0	-0.3
78	Cc1cccc(CN2C(=O)c3ccccc3S(=O)(=O)c3ccc(C(=O)N4CCN(c5cc(C)ccc5C)CC4)cc32)c1	108.0	0.4
79	Cc1cc(=O)oc2c(CN3CCCCC3)c(O)ccc12	102.0	0.1
80	C=CCNC(=O)N1CC(Oc2ccc(Cl)cc2)C1	105.0	0.3
81	Cc1nc2cc(NS(=O)(=O)c3ccccc3)ccc2n1-c1ccccc1	104.0	0.1
82	O=c1c2c(-c3ccccc3)csc2nc2n1CCCCC2	104.0	0.3
83	O=C(NC1CCCCC1)c1ccccc1NS(=O)(=O)c1ccc(F)c(F)c1	103.0	0.5
84	CC(C)Oc1ccc(CNC(=O)C2CCN(Cc3cc4ccccc4n3Cc3ccccc3)CC2)cc1	105.0	-0.4
85	Clc1ccc(C2CC(C3CC3)=NN2c2ccccc2)cc1 (stereo not given)	101.0	-0.1
86	Cc1ccc(C)c(N2CCN(CCCNC(=O)Nc3cn(CC(C)C)c(=O)c4ccccc34)CC2)c1	102.0	-0.1
87	CCc1cc2c(cc(C(=O)OC)n2Cc2ccc(Br)cc2F)s1	101.0	-0.2
88	CCCCNC(=O)C1CCCN(Cc2nc(-c3ccc(Cl)cc3)oc2C)C1 (stereo not given)	107.0	0.2
89	O=C(CSc1nnc(-c2c[nH]c3ccccc23)o1)NC(=O)Nc1ccccc1F	107.0	0.3
90	Cc1cccc(N2CCN(C(=O)C3CCCN(S(=O)(=O)c4ccc(Br)s4)C3)CC2)c1C (stereo not given)	112.0	1.1

Next part
cpd	SMILES	Polio RdRp inh	Polio RdRp inh FP z-score
91	CC/C(C)=N/Nc1ccc(S(=O)(=O)N(CC)CC)cn1	105.0	0.2
92	CCN1CCN(CCCNC(=O)c2cc3cc4ccc(Cl)cc4nc3o2)CC1	102.0	-0.1
93	c1ccc(CSCc2nc3ccccc3[nH]2)cc1	104.0	1.2
94	COc1ccc(C(=O)Nc2ccc3nc(SCc4ccc(C)cc4)sc3c2)cc1	106.0	-0.1
95	CCc1ccccc1NC(=O)CSc1nnc(C)n1CC	104.0	0.9
96	COC(=O)Cn1c(C2CC(=O)N(c3c(C)cccc3C)C2)nc2ccccc21 (stereo not given)	112.0	0.9
97	CCc1noc2c1/C(=N\O)CC(c1ccccc1)C2 (stereo not given)	101.0	-0.3
98	CC(C)c1ccc(NC(=O)c2ccc(NC(=O)CCS(=O)(=O)c3cccs3)cc2)cc1	105.0	0.3
99	COc1cccc(Oc2nc3ncn(Cc4ccccc4)c3c(=O)n2C)c1	99.0	-0.9
100	CCOc1cc(C(=S)N2CCOCC2)ccc1OC	65.0*	-4.7*
101	CCc1cccc(C)c1Nc1c(-c2ccc(SC)cc2)nc2sccn12	105.0	-0.1
102	COc1ccccc1C(=O)COC(=O)C1CCCCN1S(=O)(=O)c1ccccc1 (stereo not given)	104.0	0.1
103	Cc1nn(CC(=O)NCc2ccc(OC(C)C)cc2)c(=O)c2c(C)n(-c3ccc(Cl)cc3)nc12	107.0	-0.3
104	OCCNc1nc(NCCO)c2cnn(-c3ccccc3)c2n1	100.0	-1.1
105	O=C(Nc1ccc2c(c1)OCO2)C(=S)NCc1ccccc1	106.0	0.2

(more compounds)
cpd	SMILES	Polio RdRp inh	Polio RdRp inh FP z-score
106	Cc1ccc(C(=O)N/C(=C\c2cn(-c3ccccc3)nc2-c2ccccc2)C(=O)O)cc1	102.0	0
107	Cc1onc(-c2c(Cl)cccc2Cl)c1C(=O)O/N=C(\C#N)c1ccccc1	104.0	0.7
108	Cc1ccc(CNC(=O)C2CCN(S(=O)(=O)c3c(C)noc3/C=C/c3cccs3)CC2)cc1	108.0	0.6
109	Cc1nn(-c2ccccc2)nc1CNC(=O)c1ncoc1-c1ccccc1	101.0	-0.3
110	COc1ccc(-c2nc(C)c(CCNC(=O)C(=O)Nc3c(C)cccc3C)s2)cc1OC	111.0	0.8
111	CC(C)N(Cc1ccccc1)S(=O)(=O)c1cccc(C#N)c1	98.0	-0.5
112	Nc1cc(-c2ccccc2)nn1S(=O)(=O)c1ccccc1	104.0	0.9
113	COc1ccccc1NC(=O)CN1C(=O)c2ccccc2Sc2ccc(C(=O)N3CCCC3)cc21	107.0	0.2
114	CCOC(=O)c1noc2ncnc(Nc3ccc(C)c(F)c3)c12	108.0	0.5
115	CC(C)Oc1ccc(C(=O)NC(CC(=O)O)c2ccccc2)cc1 (stereo not given)	103.0	0.2
116	CCC(C)Nc1nc2c(c(=O)[nH]c(=O)n2C)n1Cc1ccc(F)cc1 (stereo not given)	107.0	0.6

Compound activity from PubChem BioAssay.
